Source: PubChem
Runt-CBFb FRET: Runt domain-CBFb interaction inhibition. Q01196+Q13951. Cerulean-Runt/Venus-CBFb FRET ratio 530/480, 1 h. inhibition, % at 20 µM. 0.46% of 220,000 active. AID 1496;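 active means inhibition over about 50% at 20 µM in the single-dose screen, limit read from the data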;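 further: 0% = DMSO wells and 100% = excess unlabeled CBFb competitor control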
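Assay system: Cerulean-Runt domain / Medium: Tris 50 mM pH 7.5, KCl, K2SO4, 0.01% BSA / Timing: protein complex preformed 1 h, compound exposure 1 h, room temperature, dark / Measured by: FRET, excitation 422 nm, emission at 530 and 480 nm / Evaluation: loss of energy transfer signal / Control set: 5 µM unlabeled CBFb as full-inhibition high control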
14-3-3 Bad inh: disrupts binding of bovine 14-3-3 zeta to phospho-Bad peptide | TR-FRET 14-3-3zeta/Dy647-pBad peptide displacement, 1 h | inhibition, % at 21.7 µM | 0.71% of 220,000 active | AID 781;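 active means inhibition above about 70%, limit read from the data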;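 further: 0% = full 14-3-3 plus peptide FRET controls and 100% = background without 14-3-3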
hK5 inh: inhibitors of human kallikrein 5; 0.59% of 210,000 active; recombinant hK5, fluorogenic AMC substrate cleavage; Q9Y337; AID 873; inhibition, % at 5 µM;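 active means inhibition of 40% or more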;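 further: 0% = enzyme controls without compound and 100% = no-enzyme blanks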
Target sequence (Q9Y337 67-293 limits assumed): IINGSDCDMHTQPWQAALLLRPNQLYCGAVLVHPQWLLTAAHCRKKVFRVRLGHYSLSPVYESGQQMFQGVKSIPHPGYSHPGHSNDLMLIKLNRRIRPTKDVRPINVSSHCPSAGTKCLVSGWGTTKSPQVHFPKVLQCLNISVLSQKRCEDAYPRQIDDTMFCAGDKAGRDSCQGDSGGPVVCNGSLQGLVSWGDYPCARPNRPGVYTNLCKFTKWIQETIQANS
FXIIa inh: inhibitors of human coagulation factor XIIa. purified FXIIa, Boc-QGR-AMC fluorogenic substrate, 2 h. inhibition, % at 5 µM. P00748. AID 800. 0.3% of 220,000 active; in the data active means inhibition above about 40%;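 further: 0% = enzyme with no compound and 100% = blank without enzyme; many of its hits are not listed in these tables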
Thrombin inh: thrombin (human) inhibition | inhibition, % at 5 µM | 0.26% of 220,000 active | P00734 | alpha-thrombin, Boc-VPR-AMC fluorogenic substrate cleavage;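 active means inhibition at or above 40%; inactive means inhibition below 40%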;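 further: 0% = enzyme with no compound and 100% = wells without enzyme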
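Assay system: human alpha-thrombin enzyme. Reagent: Boc-VPR-AMC substrate, 15 µM final. Compound dosing: one concentration per compound, 5 µM, with 0.2% DMSO. Incubation: room-temperature reaction. Technique: AMC fluorescence, 355/460 nm. Measure: % inhibition relative to enzyme controls and enzyme-free blanks.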
FXIa inh: blocks human coagulation factor XIa protease activity; P03951; purified FXIa, Boc-Glu-Ala-Arg-AMC fluorogenic substrate; inhibition, % at 5 µM; 0.14% of 220,000 active;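 active means inhibition of at least 40%; inactive means inhibition below 40%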;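 further: fluorescence of freed AMC excited at 355 nm; 0% = enzyme without compound and 100% = no enzyme blank; many of its hits are not listed in these tables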
Hck-Nef inh: blocks Nef-activated human Hck kinase; P08631; Recombinant Hck-YEEI plus Nef, Z-Lyte FRET kinase assay; inhibition, % at 20 µM; 0.68% of 220,000 active;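 active means Hck-Nef kinase inhibition above about 50%, limit read from the data; inactive means inhibition below that limit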;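 further: 0% = DMSO with Hck plus Nef and 100% = Hck alone without Nef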
Runt-SMMHC FRET: blocks binding of human RUNX1 Runt domain to CBFb-SMMHC. Q01196+Q13951. Cerulean-Runt/Venus-CBFb-SMMHC FRET ratio 530/480, 1 h. inhibition, % at 20 µM. 0.74% of 220,000 active. AID 1434;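 active means mean inhibition across duplicate retests at 20 µM reaching about 50%, limit read from the data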;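 further: 0% = DMSO wells and 100% = wells with excess untagged CBFb-SMMHC; inhibitors lower the FRET ratio by blocking Runt binding to CBFb-SMMHC; some results filed as inactive read as strong as hits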
Wee1 degr inh: inhibitors of human Wee1 degradation; HeLa Luc-Wee1K328M stability, luciferase luminescence; 100% = proteasome inhibitor MG132 effect; reporter increase, % at 5 µM; AID 1321; 1.2% of 220,000 active; P30291;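 active means activation above the mean of all tested compounds plus 3 SD, set per screening run, cut at about 8.8% in these data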;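 further: cells exposed to compound for 20 h before luminescence read; 0% = DMSO alone and 100% = MG132 at 30 µM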
Target sequence (P30291 whole entry K328M): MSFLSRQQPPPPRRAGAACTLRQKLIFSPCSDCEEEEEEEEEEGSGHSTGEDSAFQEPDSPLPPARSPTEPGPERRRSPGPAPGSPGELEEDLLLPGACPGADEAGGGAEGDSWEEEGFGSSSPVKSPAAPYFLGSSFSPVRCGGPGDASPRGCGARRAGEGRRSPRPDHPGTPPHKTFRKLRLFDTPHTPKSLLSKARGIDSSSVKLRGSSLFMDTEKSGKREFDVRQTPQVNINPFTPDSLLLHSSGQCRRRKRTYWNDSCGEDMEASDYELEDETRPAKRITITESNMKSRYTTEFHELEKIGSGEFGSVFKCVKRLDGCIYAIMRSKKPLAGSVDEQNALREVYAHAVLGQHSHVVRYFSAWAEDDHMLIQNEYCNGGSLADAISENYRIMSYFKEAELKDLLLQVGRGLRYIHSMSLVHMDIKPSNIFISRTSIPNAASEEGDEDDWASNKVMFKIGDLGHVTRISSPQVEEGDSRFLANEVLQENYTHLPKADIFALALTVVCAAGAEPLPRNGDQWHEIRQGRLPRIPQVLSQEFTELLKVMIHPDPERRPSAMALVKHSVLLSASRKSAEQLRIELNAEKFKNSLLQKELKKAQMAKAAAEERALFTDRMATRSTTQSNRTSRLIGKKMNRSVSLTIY
Numbers without * were called inactive; nt = not tested or not shown; [ ] = remark or other dose.

smiles	Runt-CBFb FRET	14-3-3 Bad inh	hK5 inh	FXIIa inh	Thrombin inh	FXIa inh	Hck-Nef inh	Runt-SMMHC FRET	Wee1 degr inh
CN1CCN(C(=S)Nc2cccc(C(F)(F)F)c2)CC1	-1	-8	-29	5	-9	-2	1	3	-1
O=C(COC(=O)c1cccs1)Nc1cccc(S(=O)(=O)N2CCOCC2)c1	0	0	-8	10	39	2	3	3	0
Cc1cc(Cl)ccc1OC(C)C(=O)Nc1ccc(S(=O)(=O)Nc2cnc3ccccc3n2)cc1 (centres undefined)	-13	12	-52	19	6	9	0	-8	0
COCC(=O)Nc1nnc(CCc2ccccc2)s1	0	-5	-26	7	-9	-2	-1	1	0
Cc1cc(C)cc(OCC(=O)O/N=C(\N)Cc2ccc([N+](=O)[O-])cc2)c1	6	-3	2	1	-4	1	6	51	3
CCOc1ccc(NC(=O)CSc2nnc(C)n2CC2CCCO2)cc1 (centres undefined)	-1	-3	-18	-14	-9	-11	-1	-2	-2
Cc1nn(CC(=O)NCc2ccccc2)c(=O)c2ccccc12	-2	-2[fluorescence artefact?]	-12	12	0	3	1	2	1
C/C(=N\OC(=O)Nc1ccc(Cl)cc1)c1ncc(C(F)(F)F)cc1N1CCOCC1	0	8	-6	-2	-5	-12	-3	0	3
O=C(COC(=O)c1cccs1)Nc1ccc(S(=O)(=O)N2CCOCC2)cc1	1	26	-5	7	-1	4	3	3	-1
CC1CCN(c2c(NCC3CCC(C(=O)NCCCc4ccccc4)CC3)c(=O)c2=O)CC1 (centres undefined)	-1	-5	5	12	4	3	34	0	-3
CC(=O)Nc1ccc(-n2c(=O)c3ccccc3c3ccccc3c2=O)cc1	-2	12	0	9	-13	-7	16	0	0
C/C(N)=C(/C#N)C(=O)COC(=O)c1ccncc1	1	0	8	4	-2	-6	-1	-5	3
O=C(O)c1ccc(N/N=C/c2ccc(F)c(F)c2)cc1	2	-5	-9	5	-5	6	0	-2	4
Cc1ccc(NC(=O)C2Cc3ccccc3C(=O)O2)cc1 (centres undefined)	2	-4	1	7	-4	-2	26	0	4
COCCNC(=O)CCCn1c(=O)c2cc(OC)c(OC)cc2n(CC(=O)c2ccccc2)c1=O	0	8	-4	4	-26	-8	10	-3	4
CN1/C(=C/C2CC(=O)N(c3ccc([N+](=O)[O-])cc3)C2=O)C(C)(C)c2ccccc21 (centres undefined)	4	13	-6	11	3	4	0	4	2
CCOc1ncccc1C(=O)OCC(=O)Nc1ccc(S(=O)(=O)N2CCOCC2)cc1	-1	0	11	11	-8	0	0	-1	3
Cc1nn(-c2ccccc2)c(C)c1NC(=O)COc1ccc(F)cc1Cl	-2	-5[fluorescence artefact?]	-20	4	-11	4	7	-1	-1
CCCC[n+]1ccn(C2=C([O-])c3ccccc3C(=O)/C2=N\S(=O)(=O)c2ccc(Cl)cc2)c1	-6	-4	0	4	-3	-1	10	-5	2
O=C(O)/C=C/C(=O)Nc1cccc(C(F)(F)F)c1	4	16[fluorescence artefact?]	20	10	6	-6	0	4	0
CCOC(=O)c1sc(NC(=O)Cn2nnc3sc4c(c3c2=O)CCC(C(C)(C)C)C4)nc1C (centres undefined)	-4	-2	8	19	0	27	2	-2	0
CN(C(=O)/C=C/c1ccc2c(c1)OCO2)c1ccccc1	0	-15	1	8	-10	-2	26	0	0
Cc1cc(C)nc(NC(=NCCc2c[nH]c3ccccc23)NC(=O)C(C)(C)C)n1	3	-16	-1	5	-7	-1	15	-12	4
CC(C)(C)NC(=S)NCCc1ccccc1	2	-3[fluorescence artefact?]	-10	15	-8	7	4	-2	4
COc1ccc(OC)c(S(=O)(=O)NC2CCCCC2)c1	1	-1	-12	23	-2	17	0	0	0
Cc1cc(C)c(S(=O)(=O)/N=C2/C=C(SCC(=O)O)C(=O)c3ccccc32)cc1C	27	70*	-51	2	3	-10	34	29	-1
N#Cc1c(NC(=O)c2ccncc2)sc2c1CCC2	0	14	-5	1	-3	-5	10	0	-1
N#CC1=C2SCN(Cc3ccccc3)CN2C(=O)CC1c1ccc2c(c1)OCO2 (centres undefined)	29	7[fluorescence artefact?]	-10	10	-6	4	0	24	6
S=C1NC(c2ccccc2)=NCN1c1ccccc1	1	-2	-17	-14	-8	2	1	-3	3
N#Cc1ccccc1Cn1c(=O)n(C2CCCC2)c(=O)c2ccccc21	-1	-1	-2	4	2	-6	1	3	-1
Cc1nnc(NC(=O)c2cccc(F)c2)s1	-4	40	44*	16	7	4	2	-2	0
CCOC(=O)n1c(=O)n(C)c2ccc(Br)cc21	0	-9	-5	6	6	-3	16	-4	-2
O=C1/C(=C\c2ccc(O)c(O)c2)N=C2CCCCCN12	-7	-2	4	13	2	5	6	-43	1
O=C(O)CCCC(=O)Nc1cccc(C(=O)Nc2ccccc2C(=O)O)c1	0	65	nt	9	0	3	2	-2	-1
COc1ccc(S(=O)(=O)N2CCOCC2)cc1NC(=O)CN1CCCCCC1	0	-6	-1	10	nt	5	17	-1	2
Cc1ccc(CNc2ccc(CNc3ncn[nH]3)cc2)cc1	0	-10	-2	6	-5	-1	4	-2	0
COc1cc(C)c(CNc2cccc(C)c2)cc1C	4	73*	-2	1	-4	-7	2	3	3
Cc1cc(C)n2nc(C(=O)Nc3nccs3)nc2n1	1	12	1	11	0	0	9	0	1
COC(=O)C(Cc1cnc(Cl)s1)(C(=O)OC)c1ccccc1[N+](=O)[O-]	1	6	-4	23	1	16	1	-1	-2
COc1cccc(-n2c(SCC(=O)Nc3nc4ccccc4s3)nc3ccccc3c2=O)c1	0	0	2	9	-1	-1	24	5	0
O=C(C1CCN(S(=O)(=O)c2ccc(F)cc2)CC1)N1CCOCC1	-2	-6	-18	22	7	5	0	-5	2
O=C(CNC(=O)c1ccc(-c2ccccc2)cc1)OCc1c(Cl)cccc1Cl	-3	6	-11	7	-2	6	6	-20	0
O=C(O)CCC(=O)NNC(=O)COc1ccc(Cl)cc1Cl	-2	-7	3	6	-1	0	22	-1	-3
COc1cc(NCCCCCCCN)c2ncccc2c1	-2	10[fluorescence artefact?]	-7	16	3	10	27	0	-4
COc1ccc(NC2=C(C(C)=O)C(c3ccc4c(c3)OCO4)C(C(C)=O)C(C)(O)C2)cc1 (centres undefined)	12	-7	-12	9	-7	3	6	-1	0
CC(C)(C)OC(=O)NCC(=O)Oc1cc2oc(=O)cc(-c3ccccc3)c2cc1Cl	3	-6[fluorescence artefact?]	-4	2	-7	-8	1	81*	-1
CCN(CC)CC(O)COc1ccc2c(c1)c(C(C)=O)c(C)n2-c1ccccc1 (centres undefined)	-2	4[fluorescence artefact?]	-8	10	1	4	-10	1	1
Cc1cc(C)cc(CC2CC(=O)N(c3nc(C)cc(C)n3)C2=O)c1 (centres undefined)	nt	-12	9	-5	-8	-11	2	nt	-2
CC(C)COCC1CC2(CC(C)C(=O)CC2=O)C(=O)O1 (centres undefined)	-2	14	6	11	1	1	2	0	0
Cc1ccc(N)c2c1OCCC2=O	-6	-5	0	5	-9	3	-4	-19	-2

Later entries:
smiles	Runt-CBFb FRET	14-3-3 Bad inh	hK5 inh	FXIIa inh	Thrombin inh	FXIa inh	Hck-Nef inh	Runt-SMMHC FRET	Wee1 degr inh
C/C(NCCCn1ccnc1)=C(\C#N)C(N)=O	-2	0	8	17	3	5	1	-2	0
Cn1c(SCC(=O)N2CCN(c3ccccc3)CC2)nnc1-c1ccco1	0	-6	1	14	-2	2	0	-117	0
CN(CCCNS(=O)(=O)c1cccc2cccnc12)Cc1ccccc1	1	-5	-3	8	-6	-7	1	-5	3
O=C(O)CN(c1ccc2c(c1)OCCO2)S(=O)(=O)c1ccccc1	-2	5	-25	23	0	30	-1	1	-2
O=C(NCCN1CCOCC1)c1cc(Sc2ccc(F)cc2F)nc2ccccc12	3	-1	-5	4	1	-5	-28	3	3
COc1cccc(/C=C/C(=O)Nc2ccc3[nH]c(=O)[nH]c3c2)c1	-2	-2	-13	3	1	1	-10	-3	2
CCOc1ccc(N(C(C)C(=O)NCc2ccco2)S(C)(=O)=O)cc1 (centres undefined)	-1	11	-4	6	-9	0	6	0	0
Cc1ccc(/C=C(\C#N)C(=O)Nc2ccccn2)o1	4	-6	-29	-9	-2	-9	-3	4	5
CC(C)Cc1nc2n[nH]c(N)c2c2c1CCC2	-1	-9[fluorescence artefact?]	-15	2	-5	9	1	3	-1
COc1ccc(-c2c(C(F)(F)F)oc3c(CN4CCN(C)CC4)c(O)ccc3c2=O)cc1	0	-2	-12	2	-22	-10	0	-3	2
C/C(=N\NC(=O)c1ccc(NS(=O)(=O)c2cccs2)cc1)c1ccc(O)cc1O	24	-3	-6	5	-4	4	-86	70	-1
CC(=O)c1c(C)[nH]c(C(=O)NC2=NCCS2)c1C	3	-10	-11	-17	-5	-19	1	-1	2

A different layout for some results above.
SMILES: Cn1c(SCC(=O)N2CCN(c3ccccc3)CC2)nnc1-c1ccco1
  Runt-CBFb FRET: 0
  14-3-3 Bad inh: -6
  hK5 inh: 1
  FXIIa inh: 14
  Thrombin inh: -2
  FXIa inh: 2
  Hck-Nef inh: 0
  Runt-SMMHC FRET: -117
  Wee1 degr inh: 0

SMILES: C/C(=N\NC(=O)c1ccc(NS(=O)(=O)c2cccs2)cc1)c1ccc(O)cc1O
  Runt-CBFb FRET: 24
  14-3-3 Bad inh: -3
  hK5 inh: -6
  FXIIa inh: 5
  Thrombin inh: -4
  FXIa inh: 4
  Hck-Nef inh: -86
  Runt-SMMHC FRET: 70
  Wee1 degr inh: -1
